TDP1 block: blocks human tyrosyl-DNA phosphodiesterase 1. Q9NUW8. recombinant TDP1, AlphaScreen DNA substrate cleavage. Potency, µM (series often up to 130 µM), for the others: at the top dose activity change, negative = inhibition, usual class: inhibitors. hit rate 0.28% among 350,000; also: nearly all actives have a fitted effect of over 40% in size
Target sequence (Q9NUW8 whole entry, looked up): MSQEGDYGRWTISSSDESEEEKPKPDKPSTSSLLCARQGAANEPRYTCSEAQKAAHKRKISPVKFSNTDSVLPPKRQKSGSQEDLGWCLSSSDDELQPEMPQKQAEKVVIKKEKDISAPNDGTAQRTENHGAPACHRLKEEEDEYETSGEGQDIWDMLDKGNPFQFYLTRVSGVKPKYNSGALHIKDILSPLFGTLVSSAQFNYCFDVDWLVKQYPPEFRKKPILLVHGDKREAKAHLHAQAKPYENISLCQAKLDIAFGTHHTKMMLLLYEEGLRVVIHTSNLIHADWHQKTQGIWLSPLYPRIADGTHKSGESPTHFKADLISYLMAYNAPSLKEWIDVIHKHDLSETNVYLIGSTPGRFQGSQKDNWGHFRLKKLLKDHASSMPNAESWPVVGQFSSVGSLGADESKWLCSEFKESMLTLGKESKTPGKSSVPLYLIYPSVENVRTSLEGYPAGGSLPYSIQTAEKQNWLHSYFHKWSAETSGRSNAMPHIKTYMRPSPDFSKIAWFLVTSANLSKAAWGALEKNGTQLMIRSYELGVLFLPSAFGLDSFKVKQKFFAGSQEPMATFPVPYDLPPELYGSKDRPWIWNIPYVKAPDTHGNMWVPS
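E. coli-derived human Tdp1, 1 nM final. Cpd preinc 15 min RT; substrate 15 nM final, 5 min RT; AS bead mix 10 ug/ml final, 10 min RT. Signal loss = tyrosine-FITC cleavage. No-enzyme wells = max signal.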
TDP1 cell CPT: DT40-hTDP1 cell growth loss with CPT; chicken DT40 Tdp1-/-;hTDP1 cells + 20 nM CPT, ATP luminescence, 48 h; Potency, µM (doses to about 46.2 µM), without a hit: top-dose activity change, negative = growth inhibition, actives largely listed as inhibitors; hit rate 12% among 420,000; AID 686979; also: nearly all actives have a fitted effect of over 55% in size
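Chicken DT40 Tdp1-/- cells complemented with human TDP1, 400 cells/well, exposed to compounds plus 20 nM camptothecin for at least 48 h at 37 C; viability read as ATP content by CellTiter-Glo luminescence.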
DT40 TDP1 no CPT: qHTS for Inhibitors of human tyrosyl-DNA phosphodiesterase 1 (TDP1): qHTS in cells in absence of CPT. DT40 Tdp1-/- hTDP1 cells, no CPT, ATP luminescence, 48 h. Potency, µM (top dose mostly 46.2 µM), without a hit: at the top dose activity change, negative = growth inhibition, actives largely listed as inhibitors. hit rate 15% among 420,000. AID 686978, 2013; also: nearly all actives have a fitted effect of over 55% in size
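Seeded 400 DT40-hTDP1 cells/well (vehicle DMSO, no 20 nM CPT); pinned compounds; ≥48 hr at 37 °C; CellTiter-Glo luminescence as viability measure.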
* marks the source's active call; other numbers are inactive results; u = inconclusive; x = not tested or not shown; [ ] = remark or other dose. Calls follow the shape of the dose curve; as a rule, active = well fitted curve in the direction sought with a large enough effect; inconclusive = small, poorly fitted or top-dose-only effect, or another doubt; inactive = no such curve, though single readings can be large; an effect the other way counts as inactive or inconclusive. % is scaled to controls: 0 for no effect and ±100 for the full control effect; potency is read from the fitted curve at half-maximal effect.

mol	TDP1 block	DT40 TDP1 no CPT	TDP1 cell CPT
Cc1ccc(Cl)cc1NC(=O)COC(=O)C1CCCC1	4%	-19%	-4%
COc1ccc(-c2cc(NCc3ccc(F)cc3)n3cnnc3n2)cc1	9%	u	u
COc1ccc(NC2=NC(=S)N(c3ccccc3C)C23CCCCC3)cc1	6%	26µM*	23µM*
Cc1ccc(S(=O)(=O)NNC(=O)c2cnn(-c3ccccc3)c2-n2cccc2)cc1	-1%	1.5µM*	1.6µM*
Oc1[nH]c2ccccc2c1N=Nc1ccccc1	11%	-10%	2%
COc1ccc(C(C(N)=O)c2ncc(C(F)(F)F)cc2Cl)cc1 (stereo not drawn)	5%	u	-16%
Cc1ccc2nc(SCC(=O)NCc3ccc4c(c3)OCO4)nc(=O)n2c1	-6%	10%	-2%
O=C(N/N=C/c1cccs1)c1n[nH]c2c1CCC2	3%	3.7µM*	4.1µM*
O=C(COC(=O)c1cc(S(=O)(=O)Nc2ccccc2Cl)ccc1O)Nc1nc2ccccc2s1	8%	5%	4%
CCc1ccccc1NC(=O)CSc1ncn[nH]1	-3%	-11%	-9%
CCOc1ccc(CC(=O)Nc2nccs2)cc1	-3%	7%	5%
O=C(CSc1ncn[nH]1)Nc1ccccc1Sc1ccccc1	6%	-20%	-12%
NNc1ccc2nncn2n1	x	-19%	-9%
Nc1nc2nc(-c3ccc(OCc4ccccc4)cc3)cc(C(F)(F)F)n2n1	4%	-16%	-17%
CC1(C)CC(=O)C=C(NCCN2CCNCC2)C1	-1%	-11%	6%
COc1cc(C(=S)N2CCCCC2)ccc1O	-2%	-25%	-18%
COc1ccc(C(=O)NCC(=O)O)cc1	3%	0%	10%
O=C(c1cccc2cccc(O)c12)N1CCCCC1	4%	u	u
O=C(NC(c1ccc(-c2ccccc2)cc1)c1cnccn1)C1CCN(Cc2cccc(C(F)(F)F)c2)CC1 (stereo not drawn)	x	18µM*	26µM*
Cc1ccc(S(=O)(=O)Nc2ccc3c(c2)nc(CCN2CCCC2)n3C)cc1	2%	u	u
COc1ccc(C2N=C(c3ccccc3)C(C)(C)N2O)cc1OC (stereo not drawn)	-2%	u	u
CC(=O)Nc1ccc(NC(=O)CSc2nnnn2-c2ccc(F)cc2)cc1	x	u	-20%
CNC(=O)Nc1nnc(C(C)(C)C)s1	2%	-10%	-6%
CCN(CC)CC(=O)Nc1ccc([N+](=O)[O-])cc1	0%	-12%	3%
CCOC(=O)c1ccc(S(=O)(=O)NCCNCc2ccccc2)cc1	0%	u	u
C=CCCCCCCCCC(=O)Nc1c[nH]c(=O)[nH]c1=O	1%	-10%	-17%
O=C(NCCNC(=O)Oc1cccc2ccccc12)Oc1cccc2ccccc12	x	u	u
CCCC(C)c1nc(C(N)=O)c2[nH]c(=O)n(-c3ccc(OC)c(OC)c3)c2n1 (stereo not drawn)	1%	0%	-28%
CC(=O)c1cccc(CN2CCN(Cc3ccccc3)C(CCO)C2)c1 (stereo not drawn)	8%	-7%	-6%
COc1ccccc1/C=C/C(=O)NCC(=O)N/N=C/c1cccnc1	5%	5%	1%
COc1ccc(CN2C(=O)c3cccc4cccc2c34)cc1F	50µM*	-23%	-23%
O=C(O)c1cccc(S(=O)(=O)Nc2ccc(N3CCCCC3)cc2)c1	5%	7%	-22%
CCc1ccc(C2(O)CC(C(F)(F)F)=NN2C(=O)Cc2ccc([N+](=O)[O-])cc2)cc1 (stereo not drawn)	0%	u	u
Cc1nn(-c2ccccc2)c2c1C(=O)N(c1ccccc1)C(=O)C(C)(C)C2	1%	-5%	-19%
CC(C)C(NC(=O)c1ccc(C(C)(C)C)cc1)C(=O)NCCc1ccccn1 (stereo not drawn)	9%	21µM*	u
CCOC(=O)c1ccc(Oc2ccc(C(F)(F)F)cn2)cc1	1%	11%	-15%
Cc1ccccc1C(=O)NCc1ccc2c(c1)CCN2C(=O)c1ccc(F)cc1	2%	-25%	-19%
CC(C)CN1CC[C@@]2(CCCN(C(=O)c3cnccn3)C2)C1	x	-3%	6%
COc1cccc(NC(=O)N2CCCC2C(=O)NC2CC2)c1 (stereo not drawn)	2%	3%	-2%
O=C(O)CC/C(=N\NC(=O)c1ccncc1)c1ccccc1	x	-5%	-3%
S=C(NNC(=S)Nc1ccc(Cl)cc1)NNc1ccccc1	x	16µM*	15µM*
Cc1c(C(=O)N2CCCCCC2)c(S(=O)(=O)NCc2ccc(Br)cc2)c(C)n1C	11%	u	u
CCC1CN(Cc2cccn2-c2ccccn2)Cc2cc(OC)ccc2O1 (stereo not drawn)	x	u	-9%[9.04 µM]
CCN(CC)C(=O)CSc1nc(O)c(Cc2ccc(OC)cc2)c(=O)[nH]1	u	8%	-8%
O=C(Cn1nc(Cc2cccnc2)c2ccccc2c1=O)Nc1cccnc1Cl	6%	1%	13%
COCCNC(=O)C1(C)CCCN(C(=O)c2ccccc2)C1 (stereo not drawn)	x	7%	-19%
CCS(=O)(=O)c1nc(S(=O)(=O)c2ccc(Cl)cc2)c(NCc2ccccn2)s1	5%	2%	-2%
CCCc1nc(SCC(=O)NCC2CCCO2)c2c(=O)n(C)c(=O)n(C)c2n1 (stereo not drawn)	3%	4%	-8%
CCn1c(Cc2ccccc2)nnc1SCc1ccc([N+](=O)[O-])cc1	2%	-24%	3%
O=C(/C=C/c1cccc(F)c1)Nc1cc(S(=O)(=O)N2CCOCC2)ccc1N1CCCC1	-6%	u	u
CCCOc1ccc(S(=O)(=O)NCCN2CCOCC2)c2ccccc12	4%	u	u
CCCCNC(=O)CC1Nc2ccccc2NC1=O (stereo not drawn)	7%	-5%	6%
O=C(NC1CCCCC1)c1ccc(CSc2nc3cccnc3n2Cc2ccccc2F)cc1	9%	21µM*	u
O=C(Cc1ccccc1[N+](=O)[O-])N/N=C/c1cccnc1	4%	0%	-24%
Cc1ccc(C)c(/C(O)=C2\C(=O)C(=O)N(CCCn3ccnc3)C2c2ccncc2)c1 (stereo not drawn)	1%	9%	0%
O=C(NCC1Cc2cccc(-c3ncccn3)c2O1)C1CCCO1 (stereo not drawn)	x	-21%	-4%[9.04 µM]
C/C(CC(=O)NC(C)(C)C)=N\NC(=O)COc1ccc(C)cc1Br	2%	-13%	14%
COC(=O)N/N=C/c1c[nH]c2ccccc12	3%	-2%	1%
COc1ccc(N2CC(NS(=O)(=O)c3ccc(F)cc3)CC2=O)cc1 (stereo not drawn)	x	-6%	-11%
O=C(Nc1ccccc1Cl)c1c(F)c(F)c(F)c(F)c1F	x	-18%	-11%

The listing continues:
mol	TDP1 block	DT40 TDP1 no CPT	TDP1 cell CPT
O=C(NCCN1CCOCC1)c1ccccc1N1C(=O)[C@@H]2Cc3c([nH]c4ccccc34)C(c3ccc(F)cc3)N2C1=O (stereo partly drawn)	x	u	15µM*
COc1cc(SC)ccc1C(=O)N1CCN(S(=O)(=O)/C=C/c2ccccc2)CC1	2%	-29%	u
COc1cc(=O)n2c(c1C(=O)NC(C)c1ccco1)CCN(C(=O)c1cccc(C)c1C)CC2 (stereo not drawn)	x	-15%	0.16µM*
CCS(=O)(=O)Nc1ccc(C2=NN(C(=O)c3ccccc3)C(c3cccs3)C2)cc1 (stereo not drawn)	2%	21µM*	23µM*
COc1ccc(C)cc1Nc1nc(N)c2cc(OC)c(OC)cc2n1	5%	23µM*	4.6µM*
Cc1cc(C)c(NC(=O)Cn2cc3c(n2)CCCC3)c(C)c1	0%	-30%	u
O=C(COc1ccc(F)cc1)Nc1ccc(C(=O)OCc2cc(=O)n3nc(C4CC4)sc3n2)cc1	-4%	-23%	u
CCC1Oc2ccc(C)cc2N(CC(=O)NCc2ccccc2OC)C1=O (stereo not drawn)	6%	-23%	-8%
Cc1cc(C)cc(N(CC(=O)Nc2c(C)n(C)n(-c3ccccc3)c2=O)S(C)(=O)=O)c1	2%	0%	5%
O=C1c2cccc(OCC(=O)N3N=C(c4cccs4)CC3c3ccc(F)cc3)c2CCN1Cc1cccnc1 (stereo not drawn)	2%	10µM*	9.2µM*
COc1ccc(-c2cc3nc(C4CCN(C(=O)OC(C)(C)C)CC4)c(C(=O)Nc4cc(Cl)cc(Cl)c4)cn3n2)cc1	1%	u	-35%
Cc1cc(C(F)(F)F)nc(SCC(=O)NC2CC3CCC2C3)n1 (stereo not drawn)	-3%	-23%	-1%
Cc1cc(OCC(=O)Nc2cccc(S(=O)(=O)NC3=NCCCCC3)c2)ccc1Cl	5%	2.6µM*	u
CC1(C(=O)Nc2ccc3c(c2)OCO3)CCN1C(=O)CCC1CCCC1 (stereo not drawn)	x	u	u
CC(OC(=O)CN1C(=O)c2ccccc2C1=O)C(=O)NC1(C#N)CCCCC1 (stereo not drawn)	1%	25%	1%
CC1(C)C2CCC(CN=C(N)CSS(=O)(=O)O)C1C2 (stereo not drawn)	x	u	u
Cc1ccc(C(=O)OCc2nnc(-c3ccc(Br)cc3)o2)cc1	-8%	9%	-7%
Cc1cccc(C)c1N(CC(=O)N1CCOCC1)S(C)(=O)=O	x	7%	-4%
CCC(=O)c1ccc(N2CCN(C(=O)c3cc([N+](=O)[O-])ccc3N3CCN(C)CC3)CC2)c(F)c1	4%	-11%	-29%
O=C(NNC(=O)c1cc2ccccc2cc1O)Nc1ccccc1F	4%	-12%	-16%
CCCCCc1c(CC)ncn1CCc1ccccc1OC	x	2.9µM*	4.6µM*
Cc1ccc(C)c(N2CCN(C(=O)C3CCCN(c4ncnc5c4nc4n5CCCCC4)C3)CC2)c1 (stereo not drawn)	5%	23µM*	16µM*
OC(C#CCN1CCOCC1)(c1ccccc1)C1CCCCC1 (stereo not drawn)	6%	-19%	-8%
COc1cccc(-c2nc(C(N)=O)c3[nH]c(=O)n(-c4cccc(Cl)c4)c3n2)c1OC	2%	9%	0%
O=C(CCNC(=O)c1ccccc1Cl)Nc1cccc(S(=O)(=O)N2CCCCC2)c1	-10%	u	1%
Cc1cccc(OCc2nnc(SCC(=O)Nc3ccc(N4CCOCC4)cc3)o2)c1	7%	-9%	-5%
COc1cccc(NC(=O)CN(C)C(=O)CSc2nc(C)cc(C)n2)c1	1%	13%	-14%
COc1cc(C(=S)N2CCCC2)ccc1OS(=O)(=O)c1ccc(NC(C)=O)cc1	-2%	u	15µM*
Cc1cc(C(=O)NCCN2CCOCC2)ccc1[N+](=O)[O-]	0%	-7%	-3%
CN1C(=O)CC(N2CCC(C(N)=O)(N3CCCCC3)CC2)C1=O (stereo not drawn)	2%	-8%	-11%

One compound at a time, from the list above.
CC1(C(=O)Nc2ccc3c(c2)OCO3)CCN1C(=O)CCC1CCCC1 (stereo not drawn) across the screens: TDP1 block = x; DT40 TDP1 no CPT = u; TDP1 cell CPT = u
COc1cccc(NC(=O)CN(C)C(=O)CSc2nc(C)cc(C)n2)c1 across the screens: TDP1 block = 1%; DT40 TDP1 no CPT = 13%; TDP1 cell CPT = -14%

Compounds from the list above containing a CF3 group:
mol	TDP1 block	DT40 TDP1 no CPT	TDP1 cell CPT
COc1ccc(C(C(N)=O)c2ncc(C(F)(F)F)cc2Cl)cc1 (stereo not drawn)	5%	u	-16%
Nc1nc2nc(-c3ccc(OCc4ccccc4)cc3)cc(C(F)(F)F)n2n1	4%	-16%	-17%
O=C(NC(c1ccc(-c2ccccc2)cc1)c1cnccn1)C1CCN(Cc2cccc(C(F)(F)F)c2)CC1 (stereo not drawn)	x	18µM*	26µM*
CCc1ccc(C2(O)CC(C(F)(F)F)=NN2C(=O)Cc2ccc([N+](=O)[O-])cc2)cc1 (stereo not drawn)	0%	u	u
CCOC(=O)c1ccc(Oc2ccc(C(F)(F)F)cn2)cc1	1%	11%	-15%
Cc1cc(C(F)(F)F)nc(SCC(=O)NC2CC3CCC2C3)n1 (stereo not drawn)	-3%	-23%	-1%

Other results:
mol	TDP1 block	DT40 TDP1 no CPT	TDP1 cell CPT
Cc1nn(C)c(C)c1C(C)NC(=O)c1ccc(OC2CCN(Cc3ccccn3)CC2)cc1 (stereo not drawn)	0%	-8%	-17%
O=C(Nc1ccc(OCc2ccccc2)cc1)Nc1cccnc1	x	u	2%
O=C1CCCN1CCCN1CC(C(=O)N(CCO)Cc2ccccc2)CCC1=O (stereo not drawn)	3%	10%	2%
Cc1ccccc1-c1nnc(SCC(=O)Nc2cccc(C)c2C)o1	6%	-14%	-3%
Cc1ccc(Cn2ccc(NC(=O)c3cc(C(C)C)on3)n2)cc1	0%	u	u
O=C(NNC(=O)c1ccc(Br)s1)NC1CCCCC1	56µM*	-4%	-15%

Assay outcomes (PubChem)
